# GLS inhibitor: qHTS for Inhibitors of Glutaminase (GLS). hit rate 0.21% among 410,000. Potency, µM (highest dose often 45.5 µM), inactives show at the highest dose activity change, negative = inhibition, actives largely listed as inhibitors. GLS enzymatic activity, qHTS titration. AID 624170, 2012. Glutaminase kidney isoform, mitochondrial (Homo sapiens), O94925; note: potency is the fitted concentration of half-maximal effect; % is set by controls: 0 for no effect and ±100 for the full control effect
#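 Read-out is an Amplex red fluorescence increase coupled through glutamate oxidase and HRP, measured before and after 30 min room-temperature incubation. hKGA is in 45 mM KH2PO4 (pH 8.2) with 0.02% Tween-20; glutamine added as 1mM solution.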
# JMJD2A Tudor: qHTS Assay for Inhibitors of JMJD2A-Tudor Domain; Lysine-specific demethylase 4A (Homo sapiens), O75164; AlphaScreen JMJD2A-Tudor / H3K4me3 peptide binding; Potency, µM (series often up to 114 µM), inactives show at the highest dose activity change, negative = inhibition, most hits filed as inhibitors; hit rate 4.4% among 390,000; AID 504339, 2011; note: potency is the fitted concentration of half-maximal effect; % is set by controls: 0 for no effect and ±100 for the full control effect; nearly all actives have a fitted effect of over 50% in size
# Pol eta inh: qHTS for Inhibitors of Polymerase Eta | DNA polymerase eta (Homo sapiens), Q9Y253 | recombinant Pol eta, fluorescent DNA replication assay | Potency, µM (highest dose often 114 µM), for the others: at the top dose activity change, negative = inhibition, hits mostly inhibitors | hit rate 1.2% among 390,000; note: potency is the fitted concentration of half-maximal effect; % is set by controls: 0 for no effect and ±100 for the full control effect
#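 Fluorescent replication assay: 50 nM final substrate added after a 15 min room-temperature compound preincubation with 10 nM enzyme. Signal taken at 0 min and again at 10 min.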
# PI4K2A inh: qHTS for small molecular inhibitors of PI4K2A; Phosphatidylinositol 4-kinase type 2-alpha (Homo sapiens), Q9BTU6; purified PI4K2A, ADP-Glo luminescence, 1 h; hits give low values; activity change, negative = inhibition, % at 76.9 µM; hit rate 0.13% among 420,000; in the data active = activity change below about -50%; inconclusive = mostly about -30% to -49%;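 note: -100% = wells without enzyme as full effect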
#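 PI4K2A activity was measured by ADP-Glo luminescence: enzyme (4 ug/mL stock) and phosphatidylinositol (1.2 mM stock) in Tris pH 7.5/MgCl2/EGTA/Triton X-100 buffer were reacted with ATP (300 microM stock) for one hour at ambient temperature.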
# BAZ2B block: qHTS Assay for Inhibitors of BAZ2B; Bromodomain adjacent to zinc finger domain protein 2B (Homo sapiens), Q9UIF8; hit rate 4.4% among 360,000; AlphaScreen BAZ2B-H3K14Ac peptide displacement; Potency, µM (top dose mostly 114 µM), for inactives: at the top dose activity change, negative = inhibition, actives largely listed as inhibitors; note: potency is the fitted concentration of half-maximal effect; % is set by controls: 0 for no effect and ±100 for the full control effect; nearly all actives have a fitted effect of over 60% in size
#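 AlphaScreen luminescence quantifies BAZ2B engagement of H3K14Ac peptide; the protein and biotinylated peptide are both at 50 nM final, buffer PBS pH 7.4 with 0.01% Tween-20, all steps at room temperature.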
# G9a inh: qHTS Assay for Inhibitors of Histone Lysine Methyltransferase G9a; G9a H3K9 monomethylation, AlphaScreen, 2 h; Potency, µM (top dose mostly 102 µM), for inactives: at the highest dose activity, negative = inhibition, usual class: inhibitors; hit rate 8.8% among 350,000; AID 504332, 2011; note: potency is the fitted concentration of half-maximal effect; % is set by controls: 0 for no effect and ±100 for the full control effect; nearly all actives have a fitted effect of over 75% in size
# Target sequence (Q96KQ7 913-1193 limits assumed): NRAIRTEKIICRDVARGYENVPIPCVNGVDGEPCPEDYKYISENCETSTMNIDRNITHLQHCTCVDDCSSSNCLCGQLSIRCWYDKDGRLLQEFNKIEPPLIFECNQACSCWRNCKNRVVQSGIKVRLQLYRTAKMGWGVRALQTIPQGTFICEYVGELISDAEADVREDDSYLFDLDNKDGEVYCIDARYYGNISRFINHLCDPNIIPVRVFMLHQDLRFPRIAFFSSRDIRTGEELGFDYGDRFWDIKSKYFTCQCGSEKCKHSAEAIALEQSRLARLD
#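 G9a (20 nM) preincubated 15 min RT with compounds, then 500 nM biotinylated H3K9 peptide and 20 uM SAM added; 2 h RT reaction. Monomethyl-H3K9 product detected by AlphaScreen with anti-H3K9me1 antibody, streptavidin donor and anti-rabbit IgG acceptor beads.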
# PGK inhibitor: qHTS Assay to Find Inhibitors of Phosphoglycerate Kinase | hit rate 0.043% among 380,000 | PGK/GAPDH coupled, Kinase-Glo luminescence, 60 min | Potency, µM (series often up to 57.5 µM), for the others: at the highest dose activity change, negative = inhibition, usual class: inhibitors; note: potency is the fitted concentration of half-maximal effect; % is set by controls: 0 for no effect and ±100 for the full control effect; nearly all actives have a fitted effect of over 60% in size
# Target sequence (P07378 whole entry, looked up): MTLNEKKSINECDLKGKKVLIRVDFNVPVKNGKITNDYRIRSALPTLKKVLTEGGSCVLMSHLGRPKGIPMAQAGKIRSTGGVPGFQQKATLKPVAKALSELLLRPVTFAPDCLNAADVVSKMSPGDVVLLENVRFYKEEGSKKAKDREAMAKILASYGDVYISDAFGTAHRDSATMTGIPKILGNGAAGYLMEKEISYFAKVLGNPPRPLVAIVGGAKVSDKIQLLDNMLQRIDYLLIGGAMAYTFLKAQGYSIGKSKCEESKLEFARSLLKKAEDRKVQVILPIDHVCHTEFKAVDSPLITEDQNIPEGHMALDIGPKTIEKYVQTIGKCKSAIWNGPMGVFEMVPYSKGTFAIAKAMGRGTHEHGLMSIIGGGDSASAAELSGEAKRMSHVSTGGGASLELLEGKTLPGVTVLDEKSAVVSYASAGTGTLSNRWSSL
#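 Recombinant glycosomal PGK reaction used 1,3-bisphosphoglycerate generated in-well by GAPDH (100nM final) in 100mM TEA pH 7.6, 5mM MgCl2, 0.01% Tween-20. After 60 minutes at room temperature, ATP was read by Kinase-Glo Plus luminescence end-point.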
# HP1b binding inh: HTS for Inhibitors of HP1-beta Chromodomain Interactions with Methylated Histone Tails; Chromobox protein homolog 1 (Homo sapiens), P83916; AlphaScreen HP1-beta / biotin-H3K9me3 peptide binding; Potency, µM (doses to about 114 µM), for inactives: at the top dose activity change, negative = inhibition, hits mostly inhibitors; hit rate 0.56% among 390,000; note: potency is the fitted concentration of half-maximal effect; nearly all actives have a fitted effect of over 70% in size; inactives centre near 23
# Target sequence (P83916 whole entry, looked up): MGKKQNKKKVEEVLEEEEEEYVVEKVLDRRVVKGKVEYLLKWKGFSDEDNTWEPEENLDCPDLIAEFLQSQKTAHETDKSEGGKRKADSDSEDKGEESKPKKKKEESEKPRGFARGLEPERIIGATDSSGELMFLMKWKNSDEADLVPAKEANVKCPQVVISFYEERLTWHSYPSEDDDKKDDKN
#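 AlphaScreen: HP1-beta (50 nM) preformed 30 min with biotin-H3(1-18)K9me3 peptide (50 nM) in PBS pH 7.4, 0.01% Tween-20. Compound added for 30 min at RT, then streptavidin donor/nickel chelate acceptor beads (10 ug/mL) for 30 min.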
# Pin1 inh: qHTS Assay to Find Inhibitors of Pin1. Potency, µM (titrated, usually from 115 µM), without a hit: at the top dose activity, negative = inhibition, actives largely listed as inhibitors. Peptidyl-prolyl cis-trans isomerase NIMA-interacting 1 (Homo sapiens), Q13526. hit rate 0.009% among 390,000. Pin1 FP peptide displacement, HiFluor488, 10 min; active = well fitted inhibition curve with a large enough effect in the polarisation, with a control signal flat, not every such curve was filed as active; inconclusive = small, poorly fitted or top-dose-only effect, or effect the other way, or a change in a side signal; inactive = no such curve, though single readings can be large or run the other way; the % refers to the polarisation; note: potency is the fitted concentration of half-maximal effect; % is set by controls: 0 for no effect and ±100 for the full control effect
# Target sequence (Q13526 whole entry, looked up): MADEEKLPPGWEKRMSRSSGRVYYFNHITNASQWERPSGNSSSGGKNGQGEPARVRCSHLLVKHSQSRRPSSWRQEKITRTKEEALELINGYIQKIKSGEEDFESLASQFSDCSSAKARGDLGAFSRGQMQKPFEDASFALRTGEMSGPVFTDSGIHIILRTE
# An asterisk follows results filed as active; i = inactive; ? = inconclusive; · = not tested or not shown; [ ] = dose if it differs, or a comment. Unless noted, calls come from the whole dose curve; as a rule, active = well fitted curve in the direction sought with a large enough effect; inconclusive = small, poorly fitted or top-dose-only effect, or another doubt; inactive = no such curve, though single readings can be large; an effect the other way counts as inactive or inconclusive.
no.	SMILES	HP1b binding inh	JMJD2A Tudor	Pin1 inh	G9a inh	GLS inhibitor	PI4K2A inh	BAZ2B block	PGK inhibitor	Pol eta inh
1	COCCCn1c(=O)/c(=C\c2ccccc2OC(F)F)s/c1=C(/C#N)C(=O)N1CCOCC1	8.6%	-32.9%	?	-31.6%	-12.4%	1.2	-31.2%	-0.3%	-9.2%
2	Cc1ccc(O)c(C(=O)c2cc(C#N)c(=O)n(Cc3ccccc3)c2)c1	-25.7%	-29.6%	?	-8.8%[59 µM]	1.1%	-1.7	?	i	-6.3%
3	CSc1nnc(NC(=O)c2cc(=O)c3cc(C)c(C)cc3o2)s1	40.4%[activator]	6.9%	-4.2%	4.2%[59 µM]	9.5%	-1.9	-18.4%	-2.1%	-14.8%
4	COCCCNC(=O)CSc1nc2c(sc3ccccc32)c(=O)n1CCCC(=O)NCCOC	37.9%	0.0%	-8.8%	-5.6%[59 µM]	-12.9%	-7.2	5.8%[57.1 µM]	i	2.8%
5	CN=c1scc(-c2cc(OC)ccc2OC)n1/N=C/c1c(C)[nH]c2ccccc12	31.6µM*	?	?	12.6µM*	-13.7%	4.6	35.5µM*	-8.0%	-5.1%
6	CC(C)OCCCNC(=O)CN1CCN(Cc2ccccc2Cl)C1=O	-7.3%	-32.2%[11.4 µM]	-12.7%	1.4%	?	4.3	8.1%	-9.8%	-10.9%
7	Cn1c(C(=O)NCc2ccc(F)cc2)cc2cc(S(=O)(=O)N3CCCCC3)ccc21	28.8%[57 µM]	-25.3%	-1.2%	4.8%[59 µM]	0.3%	-3.4	0.5%	-8.7%	-14.0%
8	COc1ccc(CNc2nccs2)cc1	17.1%	-22.4%	-1.7%	2.8%	12.2%	-1.7	-34.0%	1.7%	-16.2%
9	Cc1nc2ccc(S(=O)(=O)NCC(=O)N3CCCCC3)cc2s1	19.7%	-8.6%	1.4%	11.0%[12.7 µM]	5.8%	-5.1	-0.7%	-1.6%	-4.9%
10	CN(N)c1nc2ccccc2nc1C(F)(F)F	-5.0%	-19.5%[11.4 µM]	-1.4%	-3.6%	?	3.8	-11.3%	-0.8%	-14.9%
11	CCN(CC)CCN1C(=O)c2ccccc2NC1c1cc(OC)c(OC)c(OC)c1 (stereo not drawn)	4.4%	-5.8%	-1.1%	?	0.0%	-3.6	4.7%	-7.8%	1.3%
12	CCOc1ccccc1-n1nnnc1SCC(=O)O	18.8%	-9.6%[11.4 µM]	-3.6%	-28.1%	-3.5%	-1.2	?	2.3%	-31.0%
13	COc1ccc(OC)c(N(CC(=O)NCc2ccccc2)S(=O)(=O)c2ccc(OC)c(OC)c2)c1	39.3%[activator]	-2.7%	1.6%	·	-2.3%	-1.7	0.9%	i	-12.4%
14	O=C(Nc1nccs1)c1cc(Cl)ccc1[N+](=O)[O-]	-1.3%	-25.3%	-2.3%	-8.5%[59 µM]	5.8%	2.7	-3.6%	-5.5%	-1.3%
15	CC1CCN(CC2CCN(C(=O)Nc3ccc(Br)cc3F)CC2)CC1	14.3%	-8.9%	-0.7%	-12.4%[59 µM]	2.0%	-1.5	3.8%	2.4%	-3.9%
16	CC(Cn1cncn1)NC(=O)c1cc(COc2cccc(C(F)(F)F)c2)on1 (stereo not drawn)	24.9%	-2.8%	-0.7%	50.6%	0.7%	-4.0	-1.0%	-5.1%	-11.0%
17	c1ccc(NC(=NCc2ccco2)c2ccccc2)cc1	0.4%	-22.1%	-2.6%	-38.3%	20.4%	2.1	-32.6%	·	12.3%
18	O=C(Nc1ccc(Cl)c(Cl)c1)N1CCCCCC1	47.9%[activator]	3.8%	-11.6%	·	-9.8%	7.0	2.8%	-6.2%	-12.8%
19	CCOc1cc(C(=O)Nc2c(NC)c3ccccc3oc2=O)cc(OCC)c1OCC	51.6%[activator]	-12.0%	1.3%	24.9%[59 µM]	-0.1%	-1.0	17.5%	i	-6.0%
20	CN1/C(=C/C(=O)C2CCC2)Sc2ccccc21	30.9%	-20.4%	0.7%	?	-26.0%	1.1	?	-2.2%	-6.1%
21	Cc1ccc(CCNS(=O)(=O)c2cc3c(cc2C)n(C)c(=O)c(=O)n3C)cc1	64.5%[activator]	-5.6%	-10.1%	19.7%	16.4%	-3.2	-7.1%	-3.5%	-7.8%
22	COc1cc(Br)cc(-c2nc3c(c(=O)[nH]c(=O)n3Cc3ccccc3)n2C)c1O	3.7%	?	-2.5%	-3.7%[59 µM]	7.1%	-0.2	1.3%	-3.4%	?
23	CCOc1cc(C2C(C(=O)c3ccco3)=C(O)C(=O)N2CC2CCCO2)ccc1O (stereo not drawn)	0.1%	-15.8%	7.1%	44.7µM*	16.4%	-3.0	-20.1%	-2.1%	-22.1%
24	Cc1noc(C(=O)NC2CCCCC2)c1Cl	13.8%	-11.0%	16.3%	25.6%	0.4%	0.8	-18.4%	-4.7%	-14.5%
25	Cc1ccc(CN(Cc2cccnc2)C(=O)CN2C(=O)COc3ccccc32)o1	-15.3%	-34.5%	-2.5%	?	9.8%	1.9	-27.8%	5.0%	-10.0%
26	CCCCN(CC)CCCNC(=O)CCN1N=C(c2ccc(OC)cc2)CCC1=O	-6.4%	-2.2%	2.3%	2.0%[59 µM]	1.4%	-9.7	8.0%	0.4%	-8.5%
27	O=S(=O)(NCc1ccc(F)cc1)c1ccc(N2CCCCS2(=O)=O)cc1	13.1%	-2.0%	-2.1%	-0.2%[59 µM]	-16.0%	-1.0	-8.4%	6.4%	-12.1%
28	COc1ccc(C(=O)NC(=S)Nc2ccc(N3CCCC3)cc2)cc1OC	-8.5%	?	1.9%	3.98µM*	9.3%	0.3	?	-1.6%	-20.4%
29	COC(=O)c1cc(OC)c(OC)cc1NC(=O)c1ccc2c(c1)CCN2S(C)(=O)=O	25.0%	-16.0%	4.3%	1.0%[59 µM]	14.3%	-0.9	-5.3%	i	-7.8%
30	Cc1ccc(NC(=S)N(CCCN2CCN(C)CC2)Cc2cccs2)cc1	7.3%	-14.3%	-9.9%	0.9%	0.9%	-1.3	-22.5%	6.8%	-0.9%
31	COc1ccc(/C=C2\SC(=S)N(CCC(=O)Nc3ccc(C(=O)O)cc3)C2=O)cc1	50.1µM*	-100.7%	·	20.2%[0.501 µM]	-6.6%	-3.0	35.5µM*	-7.2%	?
32	COc1ccc(-c2noc(-c3nnn(-c4cc(C)ccc4C)c3N)n2)cc1	16.8%	-16.5%	28.4%	4.7%[59 µM]	-0.1%	-3.9	-12.6%	-1.0%	-18.4%
33	O=C(CN(Cc1ccc2c(c1)OCO2)C(=O)CNS(=O)(=O)c1ccccc1)NCC1CCCO1 (stereo not drawn)	13.2%	-4.6%	-2.8%	-33.9%	19.7%	2.7	-2.4%	2.3%	-8.3%
34	Cc1cccc(Nc2n[nH]c(=S)s2)c1C	?	5.62µM*	-1.2%	?	104.4%[activator]	1.3	44.7µM*	-1.7%	7.2%
35	CC1CC(C)(C)CC2(C1)NC(=O)N(CC(=O)OCc1ccc(Br)cc1)C2=O (stereo not drawn)	20.7%	-7.5%	5.5%	-37.2%[59 µM]	6.5%	-2.0	11.0%	-0.5%	-18.7%
36	CCN(C(=O)c1cc2c(=O)[nH]c3ccc(C)cc3c2s1)c1ccc(OC)cc1	-8.2%	-5.5%	1.1%	6.5%	-0.3%	-18.4	-1.7%	-2.5%	-4.2%
37	CC(=O)Nc1ccc(C#Cc2ccc(NC(C)=O)cc2)cc1	6.9%	-5.0%	-3.0%	25.4%	-1.5%	-2.0	-27.6%	-14.8%	-7.7%
38	Cc1ccc(NC(=O)Cn2c(=O)c3cccn3c3ccccc32)c(C)c1	28.7%	-6.9%	9.0%	66.3%[activator]	-4.0%	0.3	-33.7%	-1.2%	-0.2%
39	Cc1cc(C(=O)NC2Cc3ccccc3C2)c(C)o1	14.8%	-16.9%	-0.7%	·	0.5%	3.5	-12.2%	i	-6.3%
40	COc1cccc(C(=O)NCc2ccc3c(c2)OCO3)c1OC	7.2%	-4.9%	3.5%	-0.5%	7.6%	7.4	-16.9%	7.9%	-1.1%
41	Cc1ccc(C)c2sc(NC(=O)c3ccc(N4C(=O)CCC4=O)cc3)nc12	15.5%	-5.6%	7.6%	9.8%	2.0%	3.0	-0.5%	-3.7%	0.7%
42	COc1cccc(N(CC(=O)N2CCN(C)CC2)S(=O)(=O)c2ccc(C)cc2)c1	14.1%	-3.3%	-5.5%	0.8%[2.33 µM]	14.7%	1.1	-5.3%	-4.1%	-8.4%
43	O=C(Nc1ccc(N2CCN(CCOc3ccc(Cl)cc3)CC2)c(C(=O)O)c1)c1ccc(F)cc1	11.9%	-24.0%	2.5%	-5.4%[59 µM]	-15.6%	-7.6	-16.6%	·	·
44	COCc1cc(=O)[nH]c(/N=C(\N)Nc2ccc(C)cc2C)n1	60.7%[activator]	-8.3%[11.4 µM]	1.9%	5.5%	0.0%	-1.0	6.0%	-3.6%	11.4%

# Bioassay records as filed in PubChem BioAssay.

# Only part of the results is shown; count on the stated rates, not on these rows.
